# Compound activity: PubChem, several laboratories
# PostGolgi ctrl = inhibits growth of the yeast control strain | efflux-deficient yeast background strain, growth absorbance A615, 16 h | inhibition, % at 10 µM | actives 5% (n = 98,000) | AID 738
# FAK inh = inhibitors of human focal adhesion kinase. AID 727. inhibition, %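 (tested at 7 µM)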. biochemical FAK kinase activity assay. actives 0.84% (n = 97,000); in the data active = inhibition above about 19%;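 also: 0% = DMSO and 100% = reference compound high control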
# PTPN22 inh 2 = inhibitors of human LYP (PTPN22) phosphatase; Q9Y2R2; recombinant LYP catalytic domain, DiFMUP fluorescence; inhibition, % at 2 µM; actives 0.21% (n = 96,000);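 active = inhibition at 2 µM at or above a set limit, the screen mean plus 3 SD, cut at about 24% in these data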;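 also: 0% = DMSO with enzyme and 100% = enzyme fully blocked by orthovanadate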
# PostGolgi yeast = growth inhibition of a yeast mutant, post-Golgi transport screen; post-Golgi transport phenotypic cell assay; inhibition, % at 10 µM; actives 0.9% (n = 98,000); AID 739;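 also: yeast cells grown in 1536-well plates; yeast grown about 18 h at 30C before absorbance read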
# HIV Rev-RRE inh = disrupts HIV-1 Rev binding to RRE RNA; P05866; Rev peptide-RRE RNA binding, FRET; inhibition, % at 8 µM; actives 0.79% (n = 97,000);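 active = inhibition above the screen-wide mean plus 3 SD, cut at about 35% in these data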;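 also: 0% = median DMSO wells and 100% = median Neomycin B control wells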
# Target sequence (P05866 whole entry, looked up): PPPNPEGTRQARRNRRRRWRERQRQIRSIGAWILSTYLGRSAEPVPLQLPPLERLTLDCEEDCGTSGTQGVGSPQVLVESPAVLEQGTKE
#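 Probe or stimulus: fluorescein-Rev peptide as binding partner; assay system: Cy5-tagged RRE RNA duplex with fluorescein-tagged Rev peptide; timing: 5 min compound–RNA preincubation, then 15 min with peptide, 25 °C; medium: HEPES pH 7.5 buffer with KCl, MgCl2, NaCl and EDTA; signal: fluorescein-to-Cy5 FRET, 480 nm excitation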
# LYP act = increases human PTPN22 phosphatase activity; Q9Y2R2; recombinant LYP, DiFMUP fluorescence; 0 = plate median, 100 = signal doubled; activation, % at 2 µM; actives 0.11% (n = 96,000); AID 697;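 active = activation at 2 µM above a set limit, the mean plus 5 SD, cut at about 37% in these data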
# S1P2 antag = antagonists of human S1P2 receptor | O95136 | inhibition, % at 5 µM | AID 736 | cell-based S1P2 antagonist assay, inhibition at 5 uM | actives 0.21% (n = 97,000); in the data active = inhibition above about 45%;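 also: CRE beta-lactamase reporter cells expressing human S1P2 stimulated with S1P; 0% = agonist at EC80 alone and 100% = agonist plus reference antagonist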
# EphB4 antag = blocks human EphB4 binding to ephrin-B2 | P54760 | EphB4 LBD / TNYL-RAW-Alexa532 peptide, fluorescence polarization | inhibition, % at 7 µM | actives 0.15% (n = 97,000) | AID 720;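 active = inhibition above the screen-wide mean inhibition plus 3 SD, cut at about 15% in these data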;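 also: 0% = DMSO wells and 100% = excess unlabeled TNYL-RAW peptide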
# Target sequence (P54760 whole entry, looked up, the tested form may be a part): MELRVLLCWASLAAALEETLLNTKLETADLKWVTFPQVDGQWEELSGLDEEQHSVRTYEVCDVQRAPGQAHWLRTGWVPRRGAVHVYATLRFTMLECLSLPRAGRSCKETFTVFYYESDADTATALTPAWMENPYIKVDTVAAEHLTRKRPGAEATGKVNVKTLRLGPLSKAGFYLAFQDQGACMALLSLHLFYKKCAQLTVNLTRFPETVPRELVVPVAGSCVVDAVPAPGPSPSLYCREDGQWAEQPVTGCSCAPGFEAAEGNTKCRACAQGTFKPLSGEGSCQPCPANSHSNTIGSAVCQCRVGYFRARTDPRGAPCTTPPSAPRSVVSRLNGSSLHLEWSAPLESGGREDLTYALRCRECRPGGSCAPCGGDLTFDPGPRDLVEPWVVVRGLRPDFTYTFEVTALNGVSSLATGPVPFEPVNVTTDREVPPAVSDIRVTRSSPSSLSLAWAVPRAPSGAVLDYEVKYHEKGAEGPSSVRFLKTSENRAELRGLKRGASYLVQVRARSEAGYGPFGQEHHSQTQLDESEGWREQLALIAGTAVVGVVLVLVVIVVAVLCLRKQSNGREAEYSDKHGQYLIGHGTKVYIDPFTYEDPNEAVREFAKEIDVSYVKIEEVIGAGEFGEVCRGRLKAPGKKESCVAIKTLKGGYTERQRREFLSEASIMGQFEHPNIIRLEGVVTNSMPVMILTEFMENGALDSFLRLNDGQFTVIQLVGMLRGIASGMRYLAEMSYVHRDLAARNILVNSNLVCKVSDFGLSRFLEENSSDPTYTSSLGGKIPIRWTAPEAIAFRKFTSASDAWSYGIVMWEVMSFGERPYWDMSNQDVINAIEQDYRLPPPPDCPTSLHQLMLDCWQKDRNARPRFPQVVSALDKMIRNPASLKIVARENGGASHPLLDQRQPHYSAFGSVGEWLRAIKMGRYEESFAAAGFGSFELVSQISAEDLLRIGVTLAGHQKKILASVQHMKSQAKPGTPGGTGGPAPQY
# S1P2 ag = activates the human S1P2 receptor. S1P2-expressing cell line, agonist reporter read-out. AID 729. O95136. activation, % at 4.5 µM. actives 0.46% (n = 97,000); in the data active = activation above about 16%;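 also: 0% = vehicle low control and 100% = maximal reference agonist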
# * hit, by the source's call; . = not tested or not shown; & = joins results of further samples; [ ] = remark or other dose. Rule as the data show it, unless noted: active = inhibition above about 30%; inactive = the rest.
smiles,S1P2 ag,HIV Rev-RRE inh,EphB4 antag,S1P2 antag,LYP act,FAK inh,PTPN22 inh 2,PostGolgi yeast,PostGolgi ctrl
CC(=O)N(CCC(Cc1ccccc1)c1ccc2c(c1)OCO2)Cc1ccc(Cl)cc1 (stereo not drawn),-8,-2,-3,18,-7,2,10,-3,36*
Cc1ccc(OCCN2CCN(c3ncnc4sc(C)c(C)c34)CC2)cc1,-2,7,12,45,-6,1,5,0,20
CCCOc1cccc(-c2cc(C(=O)NNC(=S)NCC)c3ccccc3n2)c1,-1,2,-1,-9,-4,-3,6,-3,-1
Cc1ccc(CN(C(=O)c2ccco2)C(C(=O)NC2CCCC2)c2ccc(N3CCOCC3)cc2)cc1 (stereo not drawn),-7,-4,6,-2,-2,0,3,1,10
COc1ccc(CCNc2oc(COc3ccccc3Cl)nc2C#N)cc1OC,-1,10,-5,-32,1,0,-3,3,28
O=C(Cn1nc(-c2ccc(F)cc2)ccc1=O)Nc1ccc(C(=O)NC2CC2)cc1,-3,5,-2,-20,0,-1,-2,0,7
Cn1nnc(C(O)CNCc2cccs2)n1 (stereo not drawn),-4,3,3,16,-4,0,2,-3,9
CCOC(=O)CN(C(=O)CSc1nnc(-c2ccncc2)n1CCCN(C)C)c1ccccc1,1,4,7,9,1,0,-3,-1,2
CCOc1cc(C(=O)NC)cc(OCC)c1OCC,-5,3,-1,-13,-1,-2,-3,-4,-11
Cc1cc(C(F)(F)F)nc(SCC(=O)NC2=NC(=O)C(C)S2)n1 (stereo not drawn),-2,5,-1,-25,-3,0,2,3,-2
CCN(CC)CCn1c2ccc(Cl)cc2c2nc(C)sc21,6,1,4,-30,0,5,3,-6,-3
Cc1cc(/C=N/n2cnnc2)c(C)n1-c1ccc(OCc2ccc(F)cc2)cc1,-5,0,9,69*,-3,0,-1,-1,61*
COc1ccc2nc(C)cc(SCC(=O)O)c2c1,-2&1,8&11,7&4,2&19,-11&-1,7&1,10&3,6&10,7&0
CCCCCCC(=O)Nc1ccc(C(=O)N2CCCC2)cc1,-4,6,-4,-6,-13,3,15,6,0
CCN1C(=O)N(CC)C2NC(=S)NC21 (stereo not drawn),-2,-5,-2,-3,-1,0,3,-1,-1
Nc1nc(SCC(=O)N2CCCc3ccccc32)[nH]c(=O)c1-c1ccccc1,3,0,-9,-6,11,0,-11,-3,-5
CCOc1cccc(NCc2cc3c(C(C)(C)C)nn(-c4ccccc4)c3[nH]c2=O)c1,-3,-2,-1,-8,-13,-3,11,11,10
O=C(Nc1ccc(CN2CCOCC2)cc1)c1ccc(-c2ccc(Br)cc2)o1,-8,1,4,31,-2,2,3,0,60*
COc1ccc(C(=O)NCCc2nnc(SCc3nc4ccccc4c(=O)[nH]3)n2C)cc1,-2,1,10,-8,1,0,-6,6,2
N#CC1=C(S)N=C(N)C(c2nc(-c3ccccc3)cs2)C12CCCC2 (stereo not drawn),-5,-4,-7,5,-13,2,12,-9,5
CCSc1ncc(Cl)c(C(=O)N(Cc2ccc(N(C)C)cc2)C2CCS(=O)(=O)C2)n1 (stereo not drawn),-2,-3,1,-5,3,2,-6,2,16
O=C(c1ccccc1)c1ccc(CN2C(=O)c3ccccc3C2=O)o1,-1,14,-3,-18,-4,7,6,1,23
O=C(O)CSc1nnc(CNc2cccc(C(F)(F)F)c2)n1Cc1ccco1,-6,4,9,-11,-3,-2,2,-6,-3
CCC1C(=O)N=C(SCC(=O)Nc2ccc(C(=O)OC)cc2)NC1=O (stereo not drawn),-4,6,-4,30,-7,-2,5,-8,20
Cc1ccc(S(=O)(=O)Cc2c(C)noc2C)cc1,-5,12,3,-5,1,-3,-4,4,9
Cn1cnnc1SCC(=O)Nc1ccc(Br)cc1F,-9,11,2,6,-1,-1,3,-14,5
Cc1ccc(-n2c(Cc3cccn3C)nnc2SCC(N)=O)cc1,-5,2,-2,6,4,1,-8,8,0
CC(=O)C1=NN(c2ccccc2)C(c2cccs2)N1c1ccccc1 (stereo not drawn),-1,15,6,0,2,0,-3,12,28
Cc1ccc(-c2nn(-c3ccccc3)cc2CSC(=N)N)cc1,-3,1,6,3,-15,2,18,9,27
CC(C)(C)OC(=O)N1CCOCCOCCN(C(=O)OC(C)(C)C)CCOCC1,-1,-1,-4,2,4,4,-4,4,0
CC(=O)c1c(C)[nH]c(C(=O)CSc2nnc(-c3cccs3)n2Cc2ccccc2)c1C,-2,3,1,-4,-2,0,3,-3,12
CCCc1nnc(SCC(=O)N2CCOCC2)n1Cc1ccco1,-3,6,-1,-2,5,4,1,-1,18
O=C(OC1CCOC1=O)c1ccc2ccccc2n1 (stereo not drawn),-7,5,-6,0,6,0,-2,-5,6
O=S1(=O)CCN(Cc2cccc(Cl)c2)CC1,1,3,0,-11,2,-1,-4,5,6
O=C1C2C(c3ccccc3)C=CC(c3ccccc3)C2C(=O)N1CCO (stereo not drawn),-3,2,-3,10,-8,-2,6,.,.
COC(=O)c1cn(CC(=O)N2CCCCC2C)c2ccccc12 (stereo not drawn),-7,1,-2,1,-5,2,5,0,1
Cc1noc(C)c1S(=O)(=O)NC1CCCc2ccccc21 (stereo not drawn),-5,4,2,15,-7,1,5,-7,4
Cc1c(C(=O)OCc2ccccc2)nnn1-c1nonc1N,-2,7,0,9,-4,0,1,9,7
CCC(c1nnnn1CCc1ccccc1)N(Cc1ccco1)Cc1cc2c(C)ccc(C)c2[nH]c1=O (stereo not drawn),-6,0,0,5,-13,-4,15,3,20
Cc1cccc(C(=O)NCCCN2CCCC2=O)c1,-3,5,-6,-7,5,2,-4,8,12
Cc1cccc(-n2ncc3c(N4CCCC4)ncnc32)c1,-5,-4,-6,0,9,-5,-7,.,.
CCOC(=O)c1c(NC(=S)Nc2ccccc2)sc2c1CCN(CC)C2,-3,121*[fluorescence artefact?],-5,22,7,10,-2,-12,1
O=C(O)c1cccc(NC(=S)NC(=O)C(c2ccccc2)c2ccccc2)c1,-4,3,0,20,1,2,3,24,11
O=C(Nc1ccccc1)O/N=C(\c1ccccc1)c1ccccn1,-6,6,-1,4,11,-1,-8,-1,15
CC(=O)c1cc(F)c(N2CCCC2)cc1C,-1,6,7,-13,-12,1,12,-4,11
N#Cc1c(NC(=O)CN2CCN(S(=O)(=O)c3ccc4c(c3)OCCO4)CC2)sc2c1CCC2,-4,17,3,12,5,12,-6,-6,0
CCN(CC)c1ccc(NC(=O)COC(=O)c2cccs2)cc1,1,3,2,0,13,0,-16,4,4
C=CCSC1=C(C#N)C(c2ccccc2)CC(=O)N1 (stereo not drawn),-4,8,8,12,3,2,-6,-1,4
O=C(C1CCCCN1S(=O)(=O)c1ccccc1)N1CCCCC1 (stereo not drawn),-4,4,1,1,-6,-5,8,-2,3
Nc1nnc(CCS(=O)(=O)c2cc(Cl)ccc2Cl)s1,2,-1,-7,10,-5,-4,4,-3,4
O=C(O)CCCC(=O)Nc1ccc(Sc2ccc([N+](=O)[O-])cc2)cc1,-3,5,0,16,-8,6,11,-7,3
O=C(NC1CCCC1)C1CCCN(S(=O)(=O)c2cccc3cccnc23)C1 (stereo not drawn),-8,4,0,-5,-1,-3,-1,-11,5
CCCCCCCc1nc2c(=O)n(C)c3ccccc3c2o1,-4,2,-2,-8,-12,0,11,0,18
Nc1nc2sc3c(c2cc1C(=O)N1CCOCC1)CCCC3,-9,4,3,-1,-3,1,1,11,5
C1=CN2CCC1C(c1ccccc1)C2 (stereo not drawn),-4,9,4,-6,8,4,-8,-5,16
CC(/C=C/c1ccccc1)NC(N)=O (stereo not drawn),-5,7,-4,14,5,-1,-7,8,-5
Cc1sc2nc(SCC(=O)Nc3c(C)n(C)n(-c4ccccc4)c3=O)n(C)c(=O)c2c1C,-3,8,-2,-3,3,9,0,0,25
COCCN(CCOC)Cc1c(O)ccc2c3c(c(=O)oc12)CCC3,1,2,5,-14,0,1,-1,0,7
COc1ccc(-c2nnn(CC(=O)N3CCOCC3)n2)cc1,-2,4,-2,-22,4,0,-7,0,3
CCOC(=O)CC1C(=O)NCCN1C(=O)c1c(F)cccc1F (stereo not drawn),-5,0,4,-15,10,0,-8,6,2

# PostGolgi ctrl, entries above that show a hit
structure,S1P2 ag,HIV Rev-RRE inh,EphB4 antag,S1P2 antag,LYP act,FAK inh,PTPN22 inh 2,PostGolgi ctrl
CC(=O)N(CCC(Cc1ccccc1)c1ccc2c(c1)OCO2)Cc1ccc(Cl)cc1 (stereo not drawn),-8,-2,-3,18,-7,2,10,36*
Cc1cc(/C=N/n2cnnc2)c(C)n1-c1ccc(OCc2ccc(F)cc2)cc1,-5,0,9,69*,-3,0,-1,61*
O=C(Nc1ccc(CN2CCOCC2)cc1)c1ccc(-c2ccc(Br)cc2)o1,-8,1,4,31,-2,2,3,60*

# 2 entries picked at random from the list so far:
smiles,S1P2 ag,HIV Rev-RRE inh,EphB4 antag,S1P2 antag,LYP act,FAK inh,PTPN22 inh 2,PostGolgi yeast,PostGolgi ctrl
Cc1cc(C(F)(F)F)nc(SCC(=O)NC2=NC(=O)C(C)S2)n1 (stereo not drawn),-2,5,-1,-25,-3,0,2,3,-2
Cc1noc(C)c1S(=O)(=O)NC1CCCc2ccccc21 (stereo not drawn),-5,4,2,15,-7,1,5,-7,4

# Other entries:
smiles,S1P2 ag,HIV Rev-RRE inh,EphB4 antag,S1P2 antag,LYP act,FAK inh,PTPN22 inh 2,PostGolgi yeast,PostGolgi ctrl
COc1cccc(N2C(=O)C(c3ccccc3)=C(c3nc4ccccc4s3)C2NC(C)=O)c1 (stereo not drawn),-7,2,5,6,-4,2,5,-3,8
COc1ccc(OCC(=O)NCc2cccnc2)cc1,-2,10,-2,-2,-9,-3,8,0,4
Cc1ccc(-c2nnc(Sc3nc4ccccc4o3)c3ccccc23)cc1,-9,9,-1,1,-8,2,10,-22,64*
CCSc1nc2c(c(=O)[nH]1)C(c1ccncc1)C(C(=O)OC(C)C)=C(C)N2 (stereo not drawn),-5,0,8,4,0,-3,-2,2,7
CC(C)c1ccc(-c2nc(N3CCOCC3)[nH]c(=O)c2C#N)cc1,-5,9,7,10,-2,-3,0,0,22
Cc1cc(C)cc(N(CC(=O)N2CCN(Cc3ccccc3)CC2)S(=O)(=O)c2c(C)noc2C)c1,-3,3,-3,1,1,3,-2,17,1
Cc1ccccc1NC(=O)CSc1nnc(-c2ccccc2)n1-c1ccccc1,-5,5,1,21,-7,-3,8,5,12
COC(=O)c1cccc(S(=O)(=O)N2CCC(C)CC2)c1,-2,0,1,-15,-3,-2,2,1,3
O=C(CCN1CCOCC1)Nc1c(-c2ccccc2)c2cc(Br)ccc2[nH]c1=O,-2,6,7,13,6,0,-10,3,-2
Cc1ccc(C2N(c3ccc(F)cc3)C(=O)C3CCCN32)cc1 (stereo not drawn),-7,7,-4,15,-4,2,3,-18,11
Cc1c(Cl)c([N+](=O)[O-])nn1Cc1ccc(C(=O)N/N=C\c2cccc(Br)c2)o1,-8,9,4,8,-9,11,11,67*,18
Cn1c(=O)[nH]c(=O)c2c1nc(N1CCNCC1)n2Cc1cccc2ccccc12,-4,2,0,-6,13,0,-15,-2,-7
CCc1cc2c(=O)c(-c3ccc4c(c3)OCCO4)coc2cc1OC(=O)c1ccco1,-4,4,-7,-5,-4,3,6,-22,0
FC(F)(F)c1cccc(-c2ccc(-c3csnn3)o2)c1,-3,21,-7,-10,-3,1,0,18,7
CCCc1[nH]nc2c1C(c1ccc(OC)c(CSC3=NCCS3)c1)C(C#N)=C(N)O2 (stereo not drawn),0,4,0,-8,-1,3,-6,-3,6
O=C(C1CCCN(Cc2cccs2)C1)N1CCCCCC1 (stereo not drawn),-6,10,5,35,1,-3,-4,-2,-14
